Assay outcomes from PubChem BioAssay.
Pol iota inh: blocks human DNA polymerase iota activity. Pol iota fluorescent replication assay, 10 min. 390,000 compounds, 1% hits. Potency, µM (titrated, usually from 115 µM), for the others: top-dose activity, negative = inhibition, actives largely listed as inhibitors. Q9UNA4
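Fluorescent replication assay read twice, at 0 min and 10 min after adding 50 nM (final) substrate. Enzyme (10 nM) and compounds were first incubated 15 min at room temperature; enzyme-free buffer wells were negative controls.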
Pol eta inh: inhibitors of human DNA polymerase eta | 390,000 compounds, 1.2% hits | Potency, µM (top dose mostly 114 µM), for inactives: top-dose activity change, negative = inhibition, usual class: inhibitors | recombinant Pol eta, fluorescent DNA replication assay | AID 588591; also: % is scaled to controls: 0 for no effect and ±100 for the full control effect
Target sequence (Q9Y253 whole entry, looked up): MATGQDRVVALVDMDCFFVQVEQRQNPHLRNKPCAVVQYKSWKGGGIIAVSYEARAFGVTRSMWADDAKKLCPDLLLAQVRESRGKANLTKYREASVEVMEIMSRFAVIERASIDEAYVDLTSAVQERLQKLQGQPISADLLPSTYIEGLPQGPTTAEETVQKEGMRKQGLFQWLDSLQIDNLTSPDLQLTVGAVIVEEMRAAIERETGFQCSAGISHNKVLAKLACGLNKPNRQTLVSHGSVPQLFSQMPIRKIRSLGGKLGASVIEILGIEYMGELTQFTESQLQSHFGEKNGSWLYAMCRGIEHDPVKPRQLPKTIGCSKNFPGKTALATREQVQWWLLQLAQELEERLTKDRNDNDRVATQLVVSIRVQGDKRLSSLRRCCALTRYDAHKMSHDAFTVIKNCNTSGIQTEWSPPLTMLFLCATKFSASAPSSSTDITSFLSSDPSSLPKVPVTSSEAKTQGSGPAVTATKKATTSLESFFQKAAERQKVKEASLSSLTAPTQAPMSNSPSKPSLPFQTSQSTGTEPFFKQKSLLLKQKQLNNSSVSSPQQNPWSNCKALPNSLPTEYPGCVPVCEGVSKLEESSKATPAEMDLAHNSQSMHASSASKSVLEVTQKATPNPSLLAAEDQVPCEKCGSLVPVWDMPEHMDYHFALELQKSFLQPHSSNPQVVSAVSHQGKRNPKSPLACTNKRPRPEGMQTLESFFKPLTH
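Pol eta (10 nM) was preincubated with compounds for 15 min at room temperature, after which fluorescent replication substrate (50 nM final) was added to start the reaction. Fluorescence was read kinetically at 0 and 10 min.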
POLK inh: inhibitors of human DNA polymerase kappa | 400,000 compounds, 0.53% hits | AID 588579 | purified Pol kappa, fluorescent DNA synthesis assay, 10 min | Potency, µM (titrated, usually from 107 µM), inactives show at the highest dose activity, negative = inhibition, actives largely listed as inhibitors | Q9UBT6; also: % is scaled to controls: 0 for no effect and ±100 for the full control effect
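Here, compound and 10 nM enzyme are combined for 15 min at room temperature; adding 50 nM substrate (final) starts DNA synthesis, tracked by fluorescence at 0 and 10 min against buffer-only wells.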
Apoferritin bind: binds horse apoferritin like a general anesthetic | P02791 | apoferritin/1-aminoanthracene competitive binding, fluorescence | Potency, µM (series often up to 77.5 µM), without a hit: at the top dose activity change, negative = displacement, most hits filed as inhibitors | 350,000 compounds, 0.074% hits | AID 485281; also: % is scaled to controls: 0 for no effect and ±100 for the full control effect; nearly all actives have a fitted effect of over 20% in size
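Concentration-response curves derived by four-parameter Hill fitting of normalized fluorescence, where compounds displaced 1-AMA from 10 uM horse apoferritin following a brief 10 min room-temperature incubation; propofol titration acted as positive control.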
BAZ2B block: BAZ2B (human) inhibition | Q9UIF8 | AlphaScreen BAZ2B-H3K14Ac peptide displacement | Potency, µM (series often up to 114 µM), inactives show at the top dose activity change, negative = inhibition, hits mostly inhibitors | 360,000 compounds, 4.4% hits; also: % is scaled to controls: 0 for no effect and ±100 for the full control effect; nearly all actives have a fitted effect of over 60% in size
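AlphaScreen luminescence quantifies BAZ2B engagement of H3K14Ac peptide; the protein and biotinylated peptide are both at 50 nM final, buffer PBS pH 7.4 with 0.01% Tween-20, all steps at room temperature.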
BLM helicase inh: inhibitors of human Bloom syndrome helicase BLM; Potency, µM (series often up to 56.1 µM), without a hit: top-dose activity change, negative = inhibition, actives largely listed as inhibitors; P54132; recombinant BLM DNA unwinding, fluorescence dequenching; 350,000 compounds, 0.2% hits;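 also: plate controls were vehicle for no effect and no enzyme for full effect; nearly all actives have a fitted effect of over 35% in size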
G9a inh: blocks human histone lysine methyltransferase G9a; Q96KQ7; G9a H3K9 monomethylation, AlphaScreen, 2 h; Potency, µM (doses to about 102 µM), without a hit: top-dose activity, negative = inhibition, most hits filed as inhibitors; 350,000 compounds, 8.8% hits; AID 504332; also: % is scaled to controls: 0 for no effect and ±100 for the full control effect; nearly all actives have a fitted effect of over 75% in size
Target sequence (Q96KQ7 913-1193 limits assumed): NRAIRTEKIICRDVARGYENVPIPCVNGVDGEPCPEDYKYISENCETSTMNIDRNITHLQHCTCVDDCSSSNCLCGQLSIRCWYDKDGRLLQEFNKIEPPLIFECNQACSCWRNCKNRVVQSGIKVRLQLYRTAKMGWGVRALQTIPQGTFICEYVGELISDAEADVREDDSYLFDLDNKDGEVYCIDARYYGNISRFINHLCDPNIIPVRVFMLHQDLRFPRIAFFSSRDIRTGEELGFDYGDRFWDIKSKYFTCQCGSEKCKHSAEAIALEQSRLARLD
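Chemiluminescent proximity detection of H3K9 monomethylation, read after 10 min bead incubation in the dark. Reaction: 20 nM G9a, 500 nM biotin-H3K9 peptide, 20 uM SAM cofactor, 2 h, room temperature, following 15 min enzyme-compound preincubation.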
APEX1 inh: APE1 (human) endonuclease inhibition. recombinant APE1, TAMRA/BHQ-2 abasic DNA cleavage fluorescence. Potency, µM (highest dose often 65.8 µM), for the others: at the highest dose activity change, negative = inhibition, usual class: inhibitors. 350,000 compounds, 0.35% hits;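 also: plate controls were vehicle for no effect and reference inhibitor for full effect; nearly all actives have a fitted effect of over 55% in size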
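APE1 at 0.75 nM preincubated 15 min at room temperature with compound. Reaction then started with 50 nM double-stranded THF-abasic substrate labelled with TAMRA/BHQ-2, and 525/598 nm fluorescence read kinetically. Activity taken as third-minus-first read difference, normalized to DMSO and NSC13755 controls.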
POLB inh: DNA polymerase beta (human) inhibition. P06746. Pol beta primer extension/strand displacement, fluorescence kinetic. Potency, µM (doses to about 114 µM), inactives show at the top dose activity change, negative = inhibition, actives largely listed as inhibitors. 340,000 compounds, 1.3% hits. AID 485314; also: % is scaled to controls: 0 for no effect and ±100 for the full control effect
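Kinetic readout of DNA synthesis with strand displacement by Pol beta. Compound and 10 nM enzyme sit 15 min at room temperature; 50 nM substrate starts the reaction, read immediately and at 10 min.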
Active calls of the source: *; ? = inconclusive; nt = not tested or not shown; [ ] = another dose, or the depositor's remark. Calls follow the shape of the dose curve; as a rule, active = well fitted curve in the direction sought with a large enough effect; inconclusive = small, poorly fitted or top-dose-only effect, or another doubt; inactive = no such curve, though single readings can be large; an effect the other way counts as inactive or inconclusive. Potency is read from the fitted curve at half-maximal effect.

SMILES | Pol iota inh | Pol eta inh | POLK inh | Apoferritin bind | BAZ2B block | BLM helicase inh | G9a inh | APEX1 inh | POLB inh
O=C(COc1ccc(Cl)cc1)Nc1ccc(Cc2ccncc2)cc1 | 22% | -8% | -6% | ? | -28% | -5% | 0%[59 µM] | -1% | 6%
Cc1cc(C)c(C2C3=C(Nc4c2c(C)nn4-c2ccccn2)c2ccccc2C3=O)c(C)c1 (stereo unspecified) | 24% | -5% | -9% | -7% | 10µM* | -10% | 11µM* | -3% | 2%
CN(C)/C=C1\SC(=S)N(c2ccc(F)cc2)C1=O | -5% | -10% | -8% | -16% | -28% | 0% | 63µM* | 0% | 1%
Cc1nnc(SC(C(=O)Nc2ccc(Cl)c([N+](=O)[O-])c2)c2ccccc2)[nH]c1=O (stereo unspecified) | 124%[activator] | -22% | 0% | -14% | -25% | -7% | -44% | -3% | 0%
COc1ccc(O)c(C(=O)c2cnc3onc(C)c3c2)c1 | 12% | 13% | -7% | -17% | -10% | -8% | 12%[59 µM] | -4% | 18%
O=C1C2C3C=CC([C@@H]2C(=O)N1Cc1cccnc1)C31CC1 (stereo partly specified) | 7% | 0% | 2% | ? | 10% | -2% | 12%[0.0925 µM] | 11% | 41%
CC1(C)CC(=O)N(CC(=O)O)c2ccccc2S1(=O)=O | 7% | 3% | 2% | 4% | -5% | 4% | ? | -4% | 2%
CSc1oc(-c2ccco2)nc1S(=O)(=O)c1ccccc1 | ? | 3% | -34% | -13% | -5% | -3% | 32µM* | -5% | -9%
Cc1ccc2nc(SCC(=O)O)nc(C)c2c1 | 7% | -6% | -12% | 31%[activator] | 14% | 5% | -41%[2.33 µM] | -5% | 4%
O=C(C[C@H]1C/C=C\C[C@H](Cc2ccc(F)cc2)C(=O)OCCNC1=O)NCCO | 12% | -16% | 6% | nt | nt | nt | nt | 4% | nt
Cc1cc(C)c(NC(=O)CNC(=O)CSc2nnc(N)s2)c(C)c1 | -3% | 1% | 6% | nt | -2% | nt | 11% | 7% | nt
CCOc1ccc(NC(=O)CN(C)C(=O)C2CSC3(C)CCC(=O)N23)cc1OCC (stereo unspecified) | 9% | -19% | 14% | nt | -2% | nt | 2%[59 µM] | 17% | nt
Cc1cc2cc(C)c(NCCNC(=O)c3cccc(F)c3)nc2cc1C | 11% | 2% | -4% | -17% | -10% | -3% | nt | 12% | 26%
COc1ccc2oc3cc(C)[n+]([O-])c(-c4ccc(Br)cc4)c3c2c1 | 6% | -1% | -13% | -6% | 6% | -5% | -5%[59 µM] | 0% | 4%
O=C(CNC(=O)c1ccc(Cl)cc1Cl)OCC(=O)N1CCCC1 | 8% | 0% | 1% | nt | 13% | nt | 13%[12.7 µM] | 17% | nt
CC(C)OCc1cc(CN2CCN(c3cccc(C(F)(F)F)c3)CC2)c(O)c2ncccc12 | 11% | 3% | 0% | -4% | 25µM* | -6% | 2%[59 µM] | nt | 19%
O=C(CSc1nc2ccccc2c(=O)n1CC1CCCO1)NCCc1ccccc1 (stereo unspecified) | 29% | -7% | 14% | -3% | 0% | 0% | nt | -16% | -8%
CCOC(=O)c1cnc2c(ccc3ccccc32)c1Nc1cccc(C(F)(F)F)c1 | 40%[activator] | ? | -30% | 1% | 4% | -9% | 12%[59 µM] | nt | -2%
O=C(CCNC(=O)c1ccc(Br)o1)NCc1ccccn1 | 9% | -8% | -5% | -14% | -27% | 1% | ? | 6% | -2%
O=C(CCC(=O)N1CCN(S(=O)(=O)c2ccc3ccccc3c2)CC1)NCC(F)(F)F | 18% | -12% | 3% | -4% | 1% | -2% | -3% | 16% | -2%
Fc1cccc(Cl)c1/C=C/c1cnc2ccccc2n1 | 104%[activator] | -22% | -13% | -5% | 5% | -1% | 50µM* | 55%[activator] | -1%
O=C(Nc1ccccc1C(=O)NC1CCCC1)NC1CCCC1 | 24% | -20% | -9% | -14% | 1% | -1% | 6%[12.7 µM] | 0% | 7%
O=C(c1cc(-c2ccccc2)nc2ccccc12)N1CCOCC1 | 27% | 0% | 2% | -12% | 1% | 3% | 8%[59 µM] | 3% | 1%
CNC(=S)N(Cc1ccc2c(c1)OCO2)C1CC(=O)N(c2ccc(F)cc2)C1=O (stereo unspecified) | -3% | -13% | -10% | -5% | 12% | -6% | -47% | -1% | 7%
O=C(CNC(=S)N(Cc1ccccc1)Cc1cccnc1)NC1CC1 | 113%[activator] | -9% | -15% | -12% | -4% | 2% | 6%[59 µM] | -2% | 7%
SMILES | Pol iota inh | Pol eta inh | POLK inh | Apoferritin bind | BAZ2B block | BLM helicase inh | G9a inh | APEX1 inh | POLB inh
Cc1cc2oc(=O)cc(-c3ccccc3)c2c(C)c1-c1ccoc1 | nt | nt | -6% | ? | nt | -11%[75.6 µM] | -7% | 0% | nt
COc1ccc(/C(C)=N/Nc2nncc3ccccc23)cc1 | 152%[activator] | -20% | -4% | -8% | -3% | -7% | -4% | 13% | -24%
COc1ccc(N/C=C\C(=O)c2ccc3c(c2)OCO3)cc1 | -15% | -9% | 3% | -5% | -27% | -6% | ? | 4% | -23%
CNc1ccccc1C(=O)OCC(=O)N1CCN(c2ccc(OC)cc2)CC1 | 114%[activator] | -19% | 0% | 2% | ? | -3% | -44% | 21% | 13%
CCOC(=O)N1CCN(CC(O)COCc2cc(OC)c(OC)c(OC)c2)CC1 (stereo unspecified) | 2% | -6% | -18% | 7% | 7% | -1% | 5%[59 µM] | 14% | 54%
Cc1cc(C)n(-c2nc(NCCCN(C)C)c3c4c(sc3n2)CCCC4)n1 | 63%[activator] | -10% | -11% | -9% | -15% | 26% | -7% | 8% | -28%
CCc1ccc(NC(=O)Cn2c(=O)n(-c3ccccc3C)c(=O)c3c2c2cc(OC)ccc2n3C)cc1 | -5% | -2% | -5% | 68%[activator] | -4% | -5% | -20%[59 µM] | nt | 5%
C#CCOCCOCCOCCNc1nc(N2CCN(C(=O)[C@H](CCCCN)n3cc(CCCC)nn3)CC2)nc(N2CCN(C(=O)[C@H](CCCCN)n3cc(CCC(=O)O)nn3)CC2)n1 | -7% | -3% | -6% | nt | ? | nt | 16%[2.33 µM] | 31% | nt
CCN(CC(=O)Nc1ccc(NC(C)=O)cc1)C(=O)c1ccc(C(=O)c2ccccc2)cc1 | 13% | -7% | 0% | nt | 12% | nt | 34%[12.7 µM] | -11% | nt
CCOC(=O)c1cc(-c2ccc3c(c2)OCO3)nc2onc(C)c12 | 7% | -7% | -8% | 3% | 38%[activator] | -3% | ? | -7% | -3%
O=S(=O)(Cc1ccccc1)N1CCN(c2ncccn2)CC1 | 14% | -18% | -12% | -15% | -5% | -2% | 15% | 12% | -23%
COc1ccc(Nc2nccc(-c3cccc(N)c3)n2)cc1 | 13% | -17% | 11% | -9% | 56µM* | -4% | -23% | -3% | -8%
CCCC(=O)N(c1ccc2oc(=O)sc2c1)S(=O)(=O)c1cccs1 | 0% | -12% | 4% | -20% | -6% | -3% | 40µM* | 1% | 8%
COc1cccc(Cn2nnc(C(=O)Nc3cc(C)ccc3C)c2N)c1 | 7% | -12% | -18% | -9% | -4% | -10% | 11%[59 µM] | nt | -7%
NC(=O)c1cc(C(=O)c2cccc(Cl)c2Cl)c[nH]1 | 31%[activator] | -15% | -13% | -10% | -15% | -3% | -22% | 0% | 3%
N#Cc1ccc(NC(=S)NC(=O)CCc2ccc(S(=O)(=O)N3CCOCC3)cc2)cc1 | -4% | -12% | -13% | -3% | -22% | -1% | ? | -13% | -5%
O=C(CCCNS(=O)(=O)c1cccs1)N1CCN(c2cccc(Cl)c2)CC1 | 7% | 1% | 1% | -16% | -3% | -5% | 20%[59 µM] | -9% | 2%
C[N+]1(C)CC(O)[C@H](C(=O)[O-])C1 (stereo partly specified) | nt | nt | -14%[60.1 µM] | 2% | nt | 2% | nt | 5% | nt
CCCC(C)NC(=S)NC(=O)c1cc(S(=O)(=O)N2CCOCC2)ccc1C (stereo unspecified) | -15% | -12% | -18% | ? | -9% | -7% | 6%[59 µM] | 0% | 1%
CC(=O)c1ccc(N2C(=O)N(Cc3cccc(C(F)(F)F)c3)c3ccccc3S2(=O)=O)cc1 | 18% | ? | -10%[60.1 µM] | -6% | -2% | -6% | 4%[59 µM] | nt | -1%
Cc1cc(C)n(-c2nc3ccccc3nc2Nc2ccc(Cl)cc2Cl)n1 | 2% | -12% | -10% | 13% | 16% | -4% | ? | nt | 11%

Filtered by structure: the compounds so far containing a COOH group
SMILES | Pol iota inh | Pol eta inh | POLK inh | Apoferritin bind | BAZ2B block | BLM helicase inh | G9a inh | APEX1 inh | POLB inh
CC1(C)CC(=O)N(CC(=O)O)c2ccccc2S1(=O)=O | 7% | 3% | 2% | 4% | -5% | 4% | ? | -4% | 2%
Cc1ccc2nc(SCC(=O)O)nc(C)c2c1 | 7% | -6% | -12% | 31%[activator] | 14% | 5% | -41%[2.33 µM] | -5% | 4%
C#CCOCCOCCOCCNc1nc(N2CCN(C(=O)[C@H](CCCCN)n3cc(CCCC)nn3)CC2)nc(N2CCN(C(=O)[C@H](CCCCN)n3cc(CCC(=O)O)nn3)CC2)n1 | -7% | -3% | -6% | nt | ? | nt | 16%[2.33 µM] | 31% | nt

Ordered by molecular weight (smallest number first): 3 of the compounds above.
SMILES | Pol iota inh | Pol eta inh | POLK inh | Apoferritin bind | BAZ2B block | BLM helicase inh | G9a inh | APEX1 inh | POLB inh
Cc1cc2oc(=O)cc(-c3ccccc3)c2c(C)c1-c1ccoc1 | nt | nt | -6% | ? | nt | -11%[75.6 µM] | -7% | 0% | nt
CCOC(=O)N1CCN(CC(O)COCc2cc(OC)c(OC)c(OC)c2)CC1 (stereo unspecified) | 2% | -6% | -18% | 7% | 7% | -1% | 5%[59 µM] | 14% | 54%
O=C(CCCNS(=O)(=O)c1cccs1)N1CCN(c2cccc(Cl)c2)CC1 | 7% | 1% | 1% | -16% | -3% | -5% | 20%[59 µM] | -9% | 2%

These rows are one share of the data; count on the stated rates, not on these rows.
